TDP1 cell CPT – DT40-hTDP1 cell growth loss with CPT; chicken DT40 Tdp1-/-;hTDP1 cells + 20 nM CPT, ATP luminescence, 48 h; Potency, µM (top dose mostly 46.2 µM), without a hit: top-dose activity change, negative = growth inhibition, actives largely listed as inhibitors; 420,000 compounds, 12% hits; AID 686979; further: nearly all actives have a fitted effect of over 55% in size
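Chicken DT40 Tdp1-/- cells stably complemented with human TDP1 were seeded at 400 cells/well in medium containing 20 nM camptothecin, exposed to pin-transferred compounds, and grown at 37 °C for at least 48 hr. Viability was read as ATP luminescence.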
N370S GC mod – inhibits or activates N370S mutant glucocerebrosidase. Potency, µM (titrated, usually from 59.4 µM), inactives show at the highest dose activity change, negative = inhibition, hits mostly inhibitors. N370S GC spleen homogenate, 4MU-glucoside fluorescence. 330,000 compounds, 0.092% hits. AID 2101;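 further: 0% = full enzyme activity and -100% = no enzyme basal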
FEN1 inhibitor – inhibitors of human flap endonuclease 1 | P39748 | Recombinant FEN1 flap cleavage, fluorescence, 15 min | Potency, µM (top dose mostly 114 µM), inactives show at the highest dose activity change, negative = inhibition, actives largely listed as inhibitors | 390,000 compounds, 0.35% hits; further: nearly all actives have a fitted effect of over 65% in size
Target sequence (P39748 whole entry, looked up): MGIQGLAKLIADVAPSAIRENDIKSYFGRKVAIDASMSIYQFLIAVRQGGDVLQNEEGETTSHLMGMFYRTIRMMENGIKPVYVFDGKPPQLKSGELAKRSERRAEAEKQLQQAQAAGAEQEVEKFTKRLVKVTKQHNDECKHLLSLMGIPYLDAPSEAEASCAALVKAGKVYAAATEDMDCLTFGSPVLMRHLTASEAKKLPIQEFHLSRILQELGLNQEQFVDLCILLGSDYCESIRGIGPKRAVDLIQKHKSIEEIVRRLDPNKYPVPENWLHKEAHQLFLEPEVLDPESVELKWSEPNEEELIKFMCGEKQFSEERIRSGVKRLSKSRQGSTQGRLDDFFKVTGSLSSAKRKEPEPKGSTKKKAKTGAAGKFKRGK
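FEN1 at 10 nM preincubated with compounds 15 min at room temperature, then flap DNA substrate added at 50 nM final. Signal read at 0 and 15 min; concentration-response fitted with four-parameter Hill equation.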
* hit, by the source's call; ? = inconclusive; . = no result given; & = joins results of further samples. The call rests on the fitted dose curve; in most records, active means well fitted curve in the direction sought with a large enough effect; inconclusive means small, poorly fitted or top-dose-only effect, or another doubt; inactive means no such curve, though single readings can be large; an effect the other way counts as inactive or inconclusive. Unless noted, on the % scale 0 is the no-effect control and ±100 the full control effect; potency means the concentration at half of the fitted maximal effect. These rows are one share of the data; the hit share may differ from the screen's.

SMILES | TDP1 cell CPT | N370S GC mod | FEN1 inhibitor
Cc1ccnc(SCCn2c(N3CCN(c4ccccc4)CC3)nc3c2c(=O)[nH]c(=O)n3C)n1 | -27% | -3% | 17%
C=C(C)C(=O)Nc1cccc(C2=NOC3(C2)C[C@@H](C(N)=O)N(C(=O)/C=C/C=C/C)C3)c1 (some centres not stated) | -8% | -6% | ?
O=C(Nc1cccc(NC(=O)c2cccs2)c1)c1ccc(F)cc1 | ? | -10% | -13%
CC1(C)SC2c3ccccc3C(=O)N2[C@@H]1C(=O)O (some centres not stated) | -11% | 5% | 1%
CCC1(C(=O)OC)CCc2c(cc(OC)c3ccccc23)C1=O (configuration not stated) | ? | ? | -18%
C[C@@H](CN1C(=O)C(=O)NC[C@@H]1Cc1ccc(O)cc1)NC(=O)Cc1ccccc1 | -12% | -6% | 15%
CCn1c(CSc2nc3ccccc3s2)nc2ccccc21 | ? | 21% | -16%
COC(=O)c1cccc(-n2c(C)cc(C=O)c2C)c1 | 2% | 0% | -7%
COc1cc(/C=N/NC(=O)c2ccc(O)cc2)ccc1OCC(=O)Nc1cccc([N+](=O)[O-])c1 | -22% | -25% | -22%
COc1ccc(N2CCC(CNC(=O)Nc3ccc(Cl)cc3)C2)cc1 (configuration not stated) | ? | 1% | -1%
O=C(COC(=O)CNC(=O)c1ccccc1F)Nc1ccc2c(c1)OCCO2 | 0% | -1% | 2%
COC(=O)c1nnn(-c2nonc2N)c1CN1CCc2ccccc21 | ? | 0% | -4%
Nc1cc(C2CCCC2)nn1-c1ccccc1 | 4% | 23% | 4%
O=C(Nc1ccccc1Cc1ccccc1)c1oc2ccccc2c1COc1ccccc1 | ? | 7% | -3%
Cc1c(Cl)cccc1N=Cc1ccc([N+](=O)[O-])s1 | ? | 2% | 14µM*
COc1ccc(N2CCN(S(=O)(=O)c3ccc(OC)c(C(=O)N4CCCCC4)c3)CC2)cc1 | ? | -1% | 1%
CCn1c(SCC(=O)Nc2ccc(N3CCOCC3)cc2)nnc1C1CC1 | 4% | . | -7%
CCN(CC)c1nc(Nc2ccccc2)nc(Oc2ccc(=O)[nH]n2)n1 | -7% | 12% | -6%
C/C=C/NNC(=O)Cc1ccc(OC)cc1 | 3.5µM* | . | 0%
Cc1cccc(-c2noc(-c3ccc(N4CCOCC4)c([N+](=O)[O-])c3)n2)c1 | ? | . | 10%
O=C(Nc1ccc(NC(=O)c2ccc3c(c2)OCO3)cc1)c1cccc(Cl)c1 | 12% | . | -5%
COc1ccc(OCC(=O)N/N=C/c2ccsc2)cc1 | -10% | 5% | -8%
ClC(=C\c1ccccc1)/C=N/N1CCN(c2ccccn2)CC1 | ? | 0% | 4%
Cc1[nH]n(-c2ccccc2)c(=O)c1/C=N/NC(=O)c1ccc(O)cc1O | ? | -10% | 12%
O=C(Oc1ccc(/C=N/NC(=O)c2ccccc2F)cc1)c1ccccc1 | 9.2µM* | 2% | -10%
c1ccc(-c2sc3ccccc3c2-c2ccc(OCCN3CCOCC3)cc2)cc1 | -28% | . | -23%
O=C(c1cc(-c2ccco2)on1)N1CCN(C(c2ccccc2)c2ccccc2)CC1 | 16µM* | ? | 3%
COC(=O)c1ccc(NC(=S)NC(=O)c2cccnc2)cc1 | -18% | -1% | 15%
Cc1ccccc1NC(=O)COC(=O)c1ccccc1OCC(=O)Nc1ccc(Br)cc1 | -4% | . | -5%
Cc1ccc(S(=O)(=O)N2CCC(C(=O)N3CCCC3C(=O)N[C@@H](CC(C)C)C(=O)NCC(N)=O)CC2)cc1 (some centres not stated) | 0% | -4% | -11%
COc1cccc(-c2cc(C(=O)NCC3CCCO3)c3cc(C)cc(C)c3n2)c1 (configuration not stated) | 23µM* | 12% | 3%
Cc1ccc(S(=O)(=O)N2CCOC2CNC(=O)C(=O)NCCc2ccc(S(N)(=O)=O)cc2)cc1 (configuration not stated) | -18% | -4% | 2%
CC(C)(C)NC(=O)COc1coc(CN2CCN(C(=O)c3ccco3)CC2)cc1=O | -5% | -4% | 0%
Cc1ccc(C(C[N+](=O)[O-])n2nc(C)cc2C)cc1 (configuration not stated) | 2.1µM* | 4% | 15%
COc1ccc(C(=O)NCCCn2nc(C)cc2C)cc1S(=O)(=O)N1CCOCC1 | 0% | -25% | 6%
COc1ccccc1Cn1c(CO)nc2ccccc21 | -8% | 10% | -12%
CCS(=O)(=O)NCC(c1ccco1)N1CCN(c2ccc(F)cc2)CC1 (configuration not stated) | -23%&-23% | 5% | -4%&8%
NC1=NC[C@H](Cc2ccc(O)cc2)N1CCc1cccc(F)c1 | -16% | -19% | 17%
O=C(c1cccc(F)c1)N1CCN(C(=O)c2nn3cccnc3c2Cl)CC1 | 10% | 13% | 1%
O=C(Cc1ccccc1)n1nc(-c2ccccc2)nc1NCc1ccco1 | 14% | 2% | -25%
O=C(CSc1ncccn1)N1CCN(C(c2ccccc2)c2ccccc2)CC1 | ? | 0% | -11%
CCOc1ccc(NC(=O)CC(Cc2ccc(Cl)cc2)C(=O)O)cc1 (configuration not stated) | 11% | -6% | 3%
NC1=NN(c2ccccc2)C(=O)C1 | 0% | . | 2%
COc1cc2c(cc1OC)[C@@H](NC(=O)C(C)C)[C@H](OCc1ccccc1)C2 | -8% | . | -2%
Cc1ccc(S(=O)(=O)Cn2nnnc2C(CC(C)C)N2CCC(C(N)=O)CC2)cc1 (configuration not stated) | 0% | 4% | 0%
Cc1nnc(Cl)c2nn(-c3ccccc3F)c(C)c12 | -5% | 4% | 6%
F[B-](F)(F)c1cc2ccccc2s1 | -24% | . | -6%
O=C(CCNS(=O)(=O)c1cccs1)N1CCN(c2cccc(Cl)c2)CC1 | ? | -5% | -12%

2 entries from above, reformatted.
O=C(Cc1ccccc1)n1nc(-c2ccccc2)nc1NCc1ccco1
  TDP1 cell CPT: 14%; N370S GC mod: 2%; FEN1 inhibitor: -25%

O=C(CSc1ncccn1)N1CCN(C(c2ccccc2)c2ccccc2)CC1
  TDP1 cell CPT: ?; N370S GC mod: 0%; FEN1 inhibitor: -11%

Going on with the list.
SMILES | TDP1 cell CPT | N370S GC mod | FEN1 inhibitor
CC1(c2ccc(Cl)cc2Cl)OCC(Cn2ccnc2)O1 (configuration not stated) | 21µM* | -8% | -4%
COc1ccc(-c2nnc(SCC(=O)Nc3cccc(C(F)(F)F)c3)nc2-c2ccc(OC)cc2)cc1 | ? | . | -3%
Cc1ccc(-c2cn3c(n2)sc2cc(C(=O)NC4CCCc5ccccc54)ccc23)cc1 (configuration not stated) | 13µM* | . | -1%
CCN(C(=O)COC(=O)c1oc2ccc(OC)cc2c1C)C1CCCCC1 | ? | -4% | -5%
COc1ccc(N2CC(C(=O)OC(C)C(=O)c3ccccc3)CC2=O)cc1 (configuration not stated) | 5% | 1% | 0%
CS(=O)(=O)N1CCC2(CCCN(Cc3cc(C(F)(F)F)cc(C(F)(F)F)c3)C2)CC1 | ? | -9% | .
COCCNC(=S)Nc1ccc2nc(N3CCOCC3)cc(C)c2c1 | -9% | 16% | 4%
CCc1cnc2c(c1SC(C(C)=O)C(=O)N(C)C)c(=O)n(C)c(=O)n2C (configuration not stated) | 23µM* | . | -2%
COc1ccc(CC(=O)c2ccc(OC3OC(CO)C(O)C(O)C3O)cc2O)cc1 (configuration not stated) | 5% | 6% | 8%
Cc1cc(C)cc(NC(=O)CCN2C(=O)c3ccccc3S2(=O)=O)c1 | -3% | 2% | 20%
Oc1c(CN2CCc3ccccc3C2)cc(Cl)c2cccnc12 | 5.8µM* | 1% | 40µM*
CN(C)c1ncc(S(=O)(=O)c2ccccc2)c(=O)[nH]1 | -15% | 0% | -7%
CN1CCN(C(=O)/C(=C\c2ccc3c(c2)OCO3)NC(=O)c2cccs2)CC1 | 2% | -7% | 1%
O=C(NCCNC(=O)c1cc(OCC(F)(F)F)ccc1OCC(F)(F)F)Nc1ccc(OC(F)(F)F)cc1 | ? | -6% | -14%
CCc1ccc(OCC(=O)Nc2ccc3[nH]ncc3c2)cc1 | ? | 4% | -13%
CN(C)c1nc(N)nc(Cn2nnc(-c3ccc(C(F)(F)F)cc3)n2)n1 | 0% | 1% | 0%
Cc1ccc(NC(=S)N(Cc2cccs2)Cc2cc3cc(C)ccc3[nH]c2=O)cc1 | ? | 8% | -9%
COc1ccc(CN2CCNC(=O)C2CC(=O)NCc2cn[nH]c2-c2ccccc2)c(F)c1 (configuration not stated) | ? | -9% | -4%
CC(C(=O)Nc1ccc2c(c1)OCO2)N1CCC(N2CCCCC2)CC1 (configuration not stated) | -13% | . | 2%
O=C1CCC(C(=O)N2CCN(c3ccccc3Cl)CC2)CN1CC1CCCCC1 (configuration not stated) | ? | -2% | 7%
COC(=O)c1oc2ccccc2c1-n1cccc1 | -1% | -7% | 15%
CC(=O)c1ccc(N2CCN(c3ccc(NC(=O)c4cccs4)cc3C(=O)O)CC2)cc1 | -5% | . | -10%
COc1ccccc1N1CCN(c2nc(-c3ccc(C)cc3)nc3ccccc23)CC1 | 23µM* | . | 4%
Cc1cc(CNC(=O)COc2ccc(C#N)cc2)c2ccccc2n1 | ? | 9% | -1%
CCOC(=O)C(=CNCC(=O)OC)C(=O)OCC | -2% | 4% | 1%
CCOc1ccc(-n2c(Cc3cc(=O)[nH]c(=O)[nH]3)nnc2SCC(=O)NC2CCCC2)cc1 | -14% | 0% | 4%
O=C(COC(=O)CCC(=O)c1cccs1)NCCc1ccccc1 | 9% | . | -6%
CC(C)NC(=O)N(C)C[C@H]1Oc2c(cccc2N(C)C)C(=O)N([C@H](C)CO)C[C@@H]1C | 15% | . | 30%
CCS(=O)(=O)N1CC(=O)N(c2cccc(Cl)c2)C(C)(C(=O)NC2CCCCCC2)C1 (configuration not stated) | -17% | . | -2%
CCOC(=O)c1cc(C(=O)NNC(=O)c2cccc([N+](=O)[O-])c2)c(C)nc1C | ? | -2% | -3%
CCOC(=O)Nc1ccc2c(c1)N(C(=O)CN(CC)CC)c1ccccc1CC2 | ? | -18% | 6%
Cc1ccc(C(=O)NCCC(C)C)cc1NC(=O)c1nsc2ccccc12 | 16µM* | . | 21%
Cc1ccc(C)c(NC(=O)CSc2nc(C)cs2)c1 | -9% | . | 2%
COc1ccc(C2=NNC(c3cccs3)=Nc3ccc(OC)cc32)cc1 | -11% | -14% | -5%
O=[n+]1c2c(n([O-])c3cc(F)c(N4CCCC4)cc31)CCC2 | -3% | . | -19%
Cc1cccn2c(=O)c(/C=C(\C#N)C(=O)NC3CCS(=O)(=O)C3)c(N3CC(C)OC(C)C3)nc12 (configuration not stated) | 7% | 19% | 5%
O=C(C1CCN(S(=O)(=O)c2ccccc2F)CC1)N1CCc2ccccc21 | -21% | . | 9%
Nc1nc(-c2cccc(F)c2)cs1 | ? | -1% | 4%
CCOC(=O)c1c(NC(=O)Cn2cc([N+](=O)[O-])cn2)sc2c1CCC2 | 2% | -1% | -1%
CC(C)C(=O)NC(C)C(c1cccs1)N1CCN(c2ccccc2)CC1 (configuration not stated) | ? | -6% | 15%
COc1cc(/C=N/NC(=O)c2cc[n+]([O-])cc2)ccc1O | -8% | -2% | 11%

Filtered by structure: the compounds so far containing a Cl atom.
SMILES | TDP1 cell CPT | N370S GC mod | FEN1 inhibitor
COc1ccc(N2CCC(CNC(=O)Nc3ccc(Cl)cc3)C2)cc1 (configuration not stated) | ? | 1% | -1%
Cc1c(Cl)cccc1N=Cc1ccc([N+](=O)[O-])s1 | ? | 2% | 14µM*
O=C(Nc1ccc(NC(=O)c2ccc3c(c2)OCO3)cc1)c1cccc(Cl)c1 | 12% | . | -5%
ClC(=C\c1ccccc1)/C=N/N1CCN(c2ccccn2)CC1 | ? | 0% | 4%
O=C(c1cccc(F)c1)N1CCN(C(=O)c2nn3cccnc3c2Cl)CC1 | 10% | 13% | 1%
CCOc1ccc(NC(=O)CC(Cc2ccc(Cl)cc2)C(=O)O)cc1 (configuration not stated) | 11% | -6% | 3%
Cc1nnc(Cl)c2nn(-c3ccccc3F)c(C)c12 | -5% | 4% | 6%
O=C(CCNS(=O)(=O)c1cccs1)N1CCN(c2cccc(Cl)c2)CC1 | ? | -5% | -12%
CC1(c2ccc(Cl)cc2Cl)OCC(Cn2ccnc2)O1 (configuration not stated) | 21µM* | -8% | -4%
Oc1c(CN2CCc3ccccc3C2)cc(Cl)c2cccnc12 | 5.8µM* | 1% | 40µM*
O=C1CCC(C(=O)N2CCN(c3ccccc3Cl)CC2)CN1CC1CCCCC1 (configuration not stated) | ? | -2% | 7%
CCS(=O)(=O)N1CC(=O)N(c2cccc(Cl)c2)C(C)(C(=O)NC2CCCCCC2)C1 (configuration not stated) | -17% | . | -2%
